Compound activity (PubChem BioAssay)
GAA850 FXN act: FXN promoter activators, primary screen, cell-based, luciferase luminescence, HEK293 lucGAA850; HEK293 lucGAA850 FXN promoter luciferase reporter, 24 h; percent of 10 µM SAHA response; activation, % at 6 µM; hit rate 0.56% among 360,000; AID 540364, 2011;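 active = activation above the average of all compounds screened plus 3 SD, cutoff fixed separately per campaign, cut at about 7.5% in these data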;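 also: 0% = DMSO wells and 100% = 10 µM SAHA wells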
hgDAF-12 ag: H. glycines DAF-12 receptor agonists, primary screen, cell-based, luminescence, HEK293, GAL4 fusion, UAS-luciferase | Nuclear hormone receptor DAF-12 (Heterodera glycines), GAL4 fusion | HEK293 GAL4-hgDAF12 UAS-luciferase reporter, agonist luminescence; normalized to butyrate control | activation, % at 6.8 µM | hit rate 1.8% among 370,000 | AID 687014, 2013;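 active = activation above a cutoff set at the mean of all screened compounds plus 3 SD, cut at about 10% in these data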;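 also: 0% = DMSO wells and 100% = sodium butyrate wells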
hcDAF12 agonist: H. contortus DAF-12 nuclear receptor activators, primary screen, cell-based, luminescence, HEK293, lit1-tk-luc reporter. HEK293 hcDAF-12 lit1-tk-luc reporter; 0% DMSO, 100% Δ7-dafachronic acid. AID 652067, 2013. hit rate 1.4% among 370,000. activation, % at 6.8 µM;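 active = activation above the mean of all tested compounds plus 3 SD, cut at about 5.5% in these data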;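 also: 100% = response to 3 µM Δ7-dafachronic acid high control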
ssDAF-12 act: S. stercoralis DAF-12 nuclear receptor activators, primary screen, cell-based, luminescence, HEK293, GRIP1 co-expression, lit1-tk-luc; activation, % at 6.8 µM; hit rate 1% among 370,000; HEK293 ssDAF-12/GRIP1 lit1-tk-luc reporter; % of 3 µM dafachronic acid response;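 active = activation above the mean over all tested compounds plus 3 SD, cut at about 0.9% in these data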;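 also: 0% = DMSO-only wells and 100% = 3 µM delta7-dafachronic acid wells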
SMARCA2 activ: SMARCA2 (BRM) function activators, primary screen, cell-based, luminescence, high throughput; AID 652017, 2013; hit rate 1% among 370,000; MG213 cells, MMTV-luciferase reporter, dexamethasone, overnight; activation, % at 9.1 µM; in the data active = activation above about 7.8%;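 also: 0% = vehicle wells and 100% = reference activator wells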
PLC-beta3 inh: human PLC-beta3 inhibitors, primary screen, biochemical, fluorescence; 1-phosphatidylinositol 4,5-bisphosphate phosphodiesterase beta-3 (Homo sapiens), Q01970; Purified PLC-beta3, fluorogenic substrate; inhibition, % at 12.2 µM; hit rate 0.18% among 370,000; AID 720704, 2013; in the data active = inhibition above about 11%;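 also: 0% = median of compound wells on plate and 100% = full blocker control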
NR1D1 modulator: modulators of Rev-erb alpha DNA binding, primary screen, biochemical, FITC-DNA, fluorescence polarization, uHTS | Nuclear receptor subfamily 1 group D member 1 (Homo sapiens), P20393 | hit rate 0.79% among 370,000 | Rev-erbα–FITC-DNA binding, 90 min | AID 1259318, 2017 | activity, % at 10 µM;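 active = activity above about 14%, limit read from the data; passing the limit was not always enough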;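 also: 0% = DMSO wells with 35 nM protein and 100% = DMSO wells with 750 nM protein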
PG9 Ab binder: binders of HIV-1 gp120 antibody PG9, primary screen, biochemical, TR-FRET; HIV-1 gp120 / PG9 antibody interaction; TR-FRET gp120-PG9 antibody binding; inhibition, % at 6.7 µM; hit rate 0.43% among 360,000; in the data active = inhibition above about 8.5%
DAX1 inh-1: DAX1 (NR0B1) inhibitors on StAR promoter, primary screen, cell-based, luminescence, SF-1 (NR5A1), full-length DAX-1; HEK293T StAR-luciferase reporter, SF-1/DAX-1 repression relief; inhibition, % at 6.8 µM; hit rate 1.1% among 370,000; AID 652010, 2013;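 active = inhibition above the mean over all tested compounds plus 3 SD, cut at about 3.6% in these data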;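 also: 0% = DAX-1 cells with DMSO and 100% = cells lacking DAX-1 with DMSO; higher inhibition means more luminescence from relief of DAX-1 repression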
DAX1 inh-2: DAX1 (NR0B1) inhibitors, primary screen, cell-based, HEK293, Gal4-DAX1, luciferase luminescence. Nuclear receptor subfamily 0 group B member 1 (Homo sapiens), P51843. AID 504766, 2011. inhibition, % at 6.75 µM. hit rate 0.99% among 340,000. HEK293 Gal4-DAX1 luciferase reporter;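 active = inhibition above the mean over all tested compounds plus 3 SD, cut at about 4.2% in these data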;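 also: 0% = DAX1-transfected cells with DMSO and 100% = empty-vector control cells with DMSO; inhibition shows as a rise in luminescence from relieved DAX1 repression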
Target sequence (P51843 207-470 limits assumed): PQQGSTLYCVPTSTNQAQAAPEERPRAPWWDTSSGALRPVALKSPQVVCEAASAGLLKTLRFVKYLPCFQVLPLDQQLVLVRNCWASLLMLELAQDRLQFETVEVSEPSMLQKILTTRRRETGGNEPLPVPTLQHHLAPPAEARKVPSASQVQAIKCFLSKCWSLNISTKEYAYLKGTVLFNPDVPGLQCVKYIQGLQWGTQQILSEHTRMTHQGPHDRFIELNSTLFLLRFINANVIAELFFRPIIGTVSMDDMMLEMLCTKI
sPLA2-III inh: human group III sPLA2 inhibitors, primary screen, biochemical, QFRET, BODIPY PC-A2 liposome substrate | QFRET BODIPY PC-A2 liposome hydrolysis, fluorescence | inhibition, % at 12.2 µM | hit rate 0.56% among 370,000;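 active = inhibition above mean plus 3 SD of compounds lying within the high and low control bounds, cut at about 19% in these data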;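 also: 0% = median of test compound wells and 100% = no enzyme DMSO wells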
Target sequence (Q9NZ20 whole entry, looked up): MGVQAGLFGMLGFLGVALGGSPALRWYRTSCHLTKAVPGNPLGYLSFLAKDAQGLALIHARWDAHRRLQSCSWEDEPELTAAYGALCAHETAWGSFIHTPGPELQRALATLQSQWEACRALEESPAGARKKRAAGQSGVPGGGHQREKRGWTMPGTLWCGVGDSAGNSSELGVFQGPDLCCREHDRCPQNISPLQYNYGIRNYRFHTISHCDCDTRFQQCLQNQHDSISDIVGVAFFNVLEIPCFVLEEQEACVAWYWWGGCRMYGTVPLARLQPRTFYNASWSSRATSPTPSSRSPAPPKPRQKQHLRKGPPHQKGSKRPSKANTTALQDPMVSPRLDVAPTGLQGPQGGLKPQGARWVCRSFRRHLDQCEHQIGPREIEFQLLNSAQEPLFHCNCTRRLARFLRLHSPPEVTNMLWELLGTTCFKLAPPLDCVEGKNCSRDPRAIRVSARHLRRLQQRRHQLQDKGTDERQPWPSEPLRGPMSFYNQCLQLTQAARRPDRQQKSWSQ
Numbers without * were called inactive; . = no result given. Random draw from the library (roughly 7% active in at least one column).

SMILES | GAA850 FXN act | hgDAF-12 ag | hcDAF12 agonist | ssDAF-12 act | SMARCA2 activ | PLC-beta3 inh | NR1D1 modulator | PG9 Ab binder | DAX1 inh-1 | DAX1 inh-2 | sPLA2-III inh
COc1ccc(CCNC(=O)CSc2nc3[nH]ncc3c(=O)[nH]2)cc1OC | 2.2 | -1.0 | -1.7 | -1.4 | 2 | 0 | -4 | -1.1 | -0.5 | -1.1 | -1
COc1ccc(N2CCN(C(=O)c3cc4c(-c5cccc(OC)c5)nn(C)c4s3)CC2)cc1 | -0.9 | -2.7 | -3.7 | -1.2 | 2 | 1 | 0 | -1.6 | -2.0 | -1.3 | -1
CC1CCC2(CC1)NC(=O)N(Cc1cccc(C(F)(F)F)c1)C2=O (stereo not drawn) | 0.9 | -3.5 | 0.2 | -2.3 | -2 | 1 | 1 | -0.3 | -0.2 | -1.0 | 2
O=C(N/N=C/c1ccccn1)C12CC3CC(CC(C3)C1)C2 | 1.1 | 1.9 | -0.2 | -1.6 | -3 | 2 | 4 | 1.1 | 0.1 | -0.3 | 8
COCCn1c(SC(C)C(=O)Nc2ccc(Cl)cn2)nnc1-c1ccncc1 (stereo not drawn) | 0.7 | -1.2 | -0.7 | -1.7 | -1 | -5 | -1 | -1.7 | -0.6 | 0.2 | 3
COc1ccc(CCNC(=O)CSc2nc3ccccc3o2)cc1OC | -1.0 | -0.2 | 0.6 | -1.9 | -6 | 5 | 5 | -1.1 | -1.1 | 0.7 | 0
CC(C)Cc1nc(C(N)=O)c2[nH]c(=O)n(-c3ccc(F)cc3)c2n1 | 1.1 | -5.2 | -0.5 | -1.1 | 0 | 1 | 5 | 2.0 | -0.7 | 0.5 | 3
CCCN(Cc1ccc(N(CC)CC)cc1)CC1CC1 | -0.6 | 0.0 | 3.4 | -0.1 | 1 | -1 | 4 | 0.5 | -0.3 | -0.3 | 8
O=c1c(F)cn(C2CCCO2)c(=O)n1Cc1c(Cl)cccc1Cl (stereo not drawn) | -0.1 | 2.5 | -0.4 | -0.8 | -4 | -2 | 0 | 0.3 | -0.6 | -0.5 | -2
COc1ccc(NC(=O)c2ccc(N(C)S(C)(=O)=O)cc2)cc1OC | -2.5 | 2.0 | -1.1 | -1.0 | -2 | -1 | 0 | -0.9 | 0.1 | 0.8 | 0
Cc1cnc(C(=O)OCC(=O)NC2CCCCCCC2)cn1 | 1.6 | 1.1 | -0.7 | -1.5 | 3 | 1 | -2 | -2.1 | 0.2 | 0.4 | -1
COc1cccc(NCc2cc3c(C(C)(C)C)nn(-c4ccccc4)c3[nH]c2=O)c1 | 0.6 | -1.2 | 1.7 | -0.8 | 3 | -169 | -8 | -1.2 | 0.4 | -1.4 | -11
O=C(Nc1nccs1)c1ccc(Cl)s1 | 3.8 | 6.0 | 0.3 | -1.3 | 2 | -2 | -1 | -1.0 | 1.3 | 0.2 | -1
CCc1ccc(Nc2nnc(SCC(=O)N(C)C3CCS(=O)(=O)C3)s2)cc1 (stereo not drawn) | 3.0 | 12* | 1.5 | 0.2 | 4 | -8 | -2 | -2.0 | 1.5 | 1.3 | -8
CCOC(=O)Cc1csc(NC(=O)C(C)c2ccc([N+](=O)[O-])cc2)n1 (stereo not drawn) | 0.3 | -1.4 | -1.5 | -1.4 | -1 | 3 | 4 | -0.6 | -0.5 | 0.9 | -11
CCC(C)NC(=O)c1cc(S(=O)(=O)N2CCCCC2)c[nH]1 (stereo not drawn) | -0.8 | -0.1 | 0.2 | -1.3 | -7 | -3 | 2 | 1.1 | 0.7 | -0.3 | 13
Cc1nccn1CC(=O)N/N=C/c1cc(Br)cs1 | 0.7 | 0.5 | -1.1 | -1.5 | -3 | -5 | 2 | -0.2 | -0.4 | -1.3 | 3
Cc1cccc(-c2nnc(-c3cccc4ccccc34)o2)c1 | 6.0 | 11* | 7.0* | 1.2* | 5 | -14 | -7 | -2.0 | 5.4* | 6.4* | -1
O=C(CSc1nnc(-c2ccccc2)o1)N1CCc2ccccc2C1 | -1.4 | 1.4 | 0.2 | -0.6 | -1 | -7 | 3 | 0.3 | 0.0 | -0.6 | 0
CC(=O)Nc1ccccc1OCc1nnc(-c2ccccc2Cl)o1 | 0.2 | 1.5 | -2.8 | -1.1 | 0 | -1 | -1 | -1.0 | -0.4 | 1.1 | -2
COc1ccc(/C=C/C(=O)NCC(=O)N/N=C/c2cccs2)cc1 | -0.2 | 0.1 | 0.6 | -1.0 | -1 | -7 | -6 | -3.7 | -0.1 | -0.9 | 0
CCOC(=O)c1c(NC(=O)CSc2nnnn2C)sc(C)c1-c1ccc(C)cc1 | -6.6 | -7.4 | -4.7 | -3.0 | -6 | -5 | 3 | 3.4 | -2.6 | -3.1 | -53
CC(NC(=O)C(=O)NN=C1CCCCCC1)c1ccccc1 (stereo not drawn) | -2.1 | 0.0 | 1.3 | -0.9 | -1 | -2 | -6 | -1.5 | -0.2 | -0.1 | 14
Cc1ccc([C@H]2C[C@@H](n3cc(COC(=O)c4ccccc4)nn3)[C@H](O)CN2Cc2cccs2)cc1 | 1.9 | 0.0 | -1.7 | -0.9 | -1 | 1 | 0 | 0.2 | -0.1 | 0.2 | -1
Brc1cccc(Nc2nc(-c3cccnc3)cs2)c1 | 6.1 | 9.9 | 5.2 | 0.6 | 8.6* | -2 | 4 | -3.3 | -0.8 | 0.0 | 0
Additional structures:
SMILES | GAA850 FXN act | hgDAF-12 ag | hcDAF12 agonist | ssDAF-12 act | SMARCA2 activ | PLC-beta3 inh | NR1D1 modulator | PG9 Ab binder | DAX1 inh-1 | DAX1 inh-2 | sPLA2-III inh
S=C(NCc1ccccc1)NC1CCSc2ccccc21 (stereo not drawn) | 1.6 | 1.2 | 0.9 | -0.9 | -1 | -8 | -1 | 1.3 | -1.8 | 0.4 | -60
Cc1ccc(NC(=O)c2cc(C(C)(C)C)nn2Cc2ccccc2)cc1 | -4.4 | -7.6 | -3.2 | -1.4 | -4 | 0 | -3 | 0.8 | -1.3 | -1.2 | -8
CSc1cccc(NC(=O)C(C)C)c1 | 2.9 | 2.1 | -0.2 | 0.1 | -2 | 1 | -6 | -2.4 | 0.7 | 1.1 | -2
COc1ccc(N(C(=O)CNC(=O)c2ccco2)C(C(=O)NC2CCCC2)c2ccc(C)o2)cc1 (stereo not drawn) | -2.4 | 1.1 | -0.6 | -0.8 | 0 | -5 | 2 | 0.4 | 0.1 | -0.9 | -5
O=C(NCC(c1cccs1)N1CCOCC1)c1ccc(Cl)cc1 (stereo not drawn) | -4.1 | 2.6 | 0.0 | -0.9 | 0 | -1 | 1 | -1.6 | -3.6 | -1.8 | -6
CC(C)CN(C(=O)CN1CCOCC1)c1c(N)n(CC(C)C)c(=O)[nH]c1=O | -0.2 | -2.2 | 0.6 | -1.1 | 2 | 2 | -1 | 0.2 | -0.2 | -0.6 | 2
O=C(/C=C/c1ccco1)Nc1scc(-c2ccccc2)c1C(=O)O | -4.2 | 10 | 3.2 | -1.2 | 4 | -55 | -7 | -1.0 | 2.7 | -2.4 | -4
CCOC(=O)C1=C(O)C(=O)N(Cc2cccnc2)C1c1ccc(OC)cc1 (stereo not drawn) | 3.0 | 0.7 | 0.7 | -0.8 | -5 | -5 | -3 | 0.2 | -0.3 | . | 8
Cn1c(N)c(C(=O)COC(=O)CN2C(=O)c3ccccc3C2=O)c(=O)n(C)c1=O | -0.9 | -0.1 | 0.1 | -1.4 | 0 | 2 | 3 | -2.2 | -0.3 | -1.4 | 1
COc1ccc(/C(C)=N\NC(=O)C(c2ccncc2)N2CCOCC2)cc1 (stereo not drawn) | 0.1 | 0.5 | -0.6 | -1.5 | -2 | -7 | 1 | -1.6 | 0.1 | -0.7 | -7
Cc1ccc(NC2CCCN(C(=O)CCN3CCCCO3)C2)cc1C (stereo not drawn) | 0.2 | 0.6 | 0.5 | -0.2 | -4 | 3 | 2 | -2.8 | 0.1 | -0.1 | 3
c1ccc(-c2noc(-c3cccc4ccccc34)n2)nc1 | 1.2 | 13* | 18* | 3.0* | 7 | -22 | 1 | -0.7 | 5.5* | -0.8 | -10
Cc1ccc(C)c(OCC(=O)Nc2cc(C(=O)O)cc(C(=O)O)c2)c1 | 2.2 | -0.2 | 0.1 | -1.6 | 2 | 5 | -5 | 1.1 | 0.2 | -0.6 | -1
CCOc1ccc(N=C2NC(=O)S/C2=C\c2ccc(N(C)C)cc2)cc1 | 1.4 | 8.2 | 3.8 | -0.6 | 4 | -67 | 17 | -1.8 | 3.6 | 3.4 | -4
COCC(=O)N1CCC(Oc2ccc(C(=O)NCc3cc(C)no3)cc2)CC1 | -1.5 | -4.0 | -1.7 | -1.0 | 0 | -8 | 0 | 0.1 | -0.1 | -1.0 | 0
CCN(CC)C(=O)[C@H]1CC(CC(=O)NCc2ccco2)C(=O)N2CCc3c([nH]c4ccc(OC)cc34)[C@]12C (stereo partly drawn) | -1.4 | -0.8 | 0.1 | -1.2 | 2 | 1 | 1 | -1.7 | 0.6 | 0.0 | -4
COc1ccc(/C=C2\SC(=O)N(CC(=O)NCCC(C)C)C2=O)cc1OC | 1.5 | -0.7 | -1.3 | -0.9 | -4 | -7 | -6 | -0.5 | 0.6 | -0.6 | 0
O=S1(=O)CC(N2CCSCC2)CN1Cc1cn(Cc2ccc(Cl)cc2)nn1 (stereo not drawn) | . | 1.9 | -0.3 | -1.3 | -6 | -2 | 2 | -1.0 | 2.3 | . | 16
CCCC(C)C(=O)Nc1cc(S(=O)(=O)N2CCCCC2)ccc1N1CCOCC1 (stereo not drawn) | 2.7 | -0.4 | -0.7 | -1.0 | -1 | -4 | 9 | 1.7 | -1.3 | 0.3 | 11

Already shown: 2 of the compounds above.
SMILES | GAA850 FXN act | hgDAF-12 ag | hcDAF12 agonist | ssDAF-12 act | SMARCA2 activ | PLC-beta3 inh | NR1D1 modulator | PG9 Ab binder | DAX1 inh-1 | DAX1 inh-2 | sPLA2-III inh
c1ccc(-c2noc(-c3cccc4ccccc34)n2)nc1 | 1.2 | 13* | 18* | 3.0* | 7 | -22 | 1 | -0.7 | 5.5* | -0.8 | -10
Cc1ccc(C)c(OCC(=O)Nc2cc(C(=O)O)cc(C(=O)O)c2)c1 | 2.2 | -0.2 | 0.1 | -1.6 | 2 | 5 | -5 | 1.1 | 0.2 | -0.6 | -1
